Assay outcomes from PubChem.
CHO parental Ca = ATP-evoked calcium signal inhibitors, parental CHO, primary screen, counter-screen for OX1R antagonist project, cell-based, fluorescence, Fluo-8 calcium dye | parental CHO-K1, ATP-induced calcium, Fluo-8 fluorescence | inhibition, % at 5.6 µM | actives 0.63% (n = 330,000);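 active = inhibition above that plate's mean sample inhibition plus 3 SD, cut at about 26% in these data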;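 note: 0% = ATP-challenged DMSO wells and 100% = DMSO wells without ATP; some compounds past the cut are filed as inactive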
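test system = CHO parental line | reagent = ATP stimulus | measured by = intracellular calcium via Fluo-8 no-wash fluorescent dye | control set = ATP and no-ATP DMSO wells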
OXTR agonist = human OXTR agonists, primary screen, fluorescence, CHO-OTR cells, Fluo-8 calcium. Oxytocin receptor (Homo sapiens), P30559. Fluo-8 calcium fluorescence; normalized: DMSO 0%, oxytocin 100%. activation, % at 3 µM. actives 0.32% (n = 320,000);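 active = activation above the mean of all tested compounds plus 3 SD, cutoff set per screening run, cut at about 20% in these data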;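 note: peak over basal fluorescence ratio from a 100 s FLIPR kinetic read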
M1 PAM = human M1 muscarinic receptor positive allosteric modulators, primary screen, CHO-K1 cells, Fluo-8 calcium fluorescence, 1536-well; activation, % at 3 µM; Muscarinic acetylcholine receptor M1 (Homo sapiens), P11229; actives 0.088% (n = 360,000); CHO-K1 hM1, ACh EC20; 0% = ACh EC20, 100% = maximal ACh; in the data active = activation above about 19%, passing the limit was not always enough
Target sequence (P11229 whole entry, looked up): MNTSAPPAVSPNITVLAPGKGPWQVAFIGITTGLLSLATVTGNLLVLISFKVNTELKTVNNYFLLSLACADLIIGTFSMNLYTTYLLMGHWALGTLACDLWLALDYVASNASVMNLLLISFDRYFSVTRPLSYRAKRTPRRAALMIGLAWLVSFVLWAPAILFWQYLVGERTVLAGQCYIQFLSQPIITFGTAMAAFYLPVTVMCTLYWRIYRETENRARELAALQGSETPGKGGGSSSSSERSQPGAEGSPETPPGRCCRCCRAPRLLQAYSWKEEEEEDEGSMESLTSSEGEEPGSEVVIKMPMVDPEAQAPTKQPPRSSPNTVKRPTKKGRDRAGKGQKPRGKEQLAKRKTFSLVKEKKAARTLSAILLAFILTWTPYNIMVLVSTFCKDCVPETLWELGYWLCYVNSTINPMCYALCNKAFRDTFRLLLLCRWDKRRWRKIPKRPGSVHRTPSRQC
OXTR potentiator = human OXTR potentiators, primary screen, fluorescence, CHO-OTR cells, Fluo-8 calcium; activation, % at 3 µM; AID 2445, 2010; Fluo-8 calcium fluorescence, potentiator mode; 0% = oxytocin EC15, 100% = EC100; actives 0.061% (n = 320,000);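 active = activation above that plate's cutoff, the mean activation of tested compounds plus 3 SD, cut at about 6.6% in these data, passing the limit was not always enough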;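 note: 100% uses oxytocin at 75 nM as the full agonist control; some results filed as inactive read as strong as hits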
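Assay system: CHO cell line stably expressing human OTR | Also added: Oxytocin at about EC15, sub-maximal agonist stimulus | Times: Compound 6 min at room temperature before oxytocin, 100 s read | Measured by: Fluo-8 intracellular calcium fluorescence, ex 470-495, em 515-575 nm | Controls: EC15 oxytocin alone as 0%, 75 nM oxytocin as 100%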
V1R ag counter = agonists of human V1a receptor, primary screen, counter-screen for OXTR agonist project, fluorescence, CHO-V1R cells; Fluo-8 calcium fluorescence, agonist mode; 0% DMSO, 100% 3 nM vasopressin; activation, % at 3 µM; actives 0.25% (n = 320,000); AID 2797, 2010;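 active = activation above the mean activation of all tested compounds plus 3 SD, per screening run, cut at about 20% in these data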;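 note: signal is peak over basal fluorescence ratio across a 100 second FLIPR read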
Target sequence (P37288 whole entry, looked up): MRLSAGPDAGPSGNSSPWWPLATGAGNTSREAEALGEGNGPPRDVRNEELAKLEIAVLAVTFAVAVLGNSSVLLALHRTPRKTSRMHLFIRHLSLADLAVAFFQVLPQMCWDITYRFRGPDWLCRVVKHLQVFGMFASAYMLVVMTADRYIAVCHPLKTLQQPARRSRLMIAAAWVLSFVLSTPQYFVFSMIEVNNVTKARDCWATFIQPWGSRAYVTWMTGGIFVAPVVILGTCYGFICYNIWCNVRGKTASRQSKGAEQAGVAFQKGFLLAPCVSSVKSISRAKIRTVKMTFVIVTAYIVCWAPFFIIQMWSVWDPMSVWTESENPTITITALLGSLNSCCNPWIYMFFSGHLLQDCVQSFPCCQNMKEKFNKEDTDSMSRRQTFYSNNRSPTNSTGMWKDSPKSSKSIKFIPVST
M1 antag = human M1 muscarinic receptor antagonists, primary screen, CHO-K1 cells, Fluo-8 calcium fluorescence, 1536-well; Muscarinic acetylcholine receptor M1 (Homo sapiens), P11229; CHO-K1 hM1, ACh EC80 antagonist; inhibition, % at 3 µM; actives 1.3% (n = 360,000); AID 588852, 2011;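 active = percent inhibition above its own plate's cutoff, namely the mean of that plate's compound wells plus 3 SD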;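 note: peak over basal fluorescence ratio during 140 s after agonist addition; 0% = ACh EC80 plus DMSO and 100% = DMSO alone without agonist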
CHRM1 agonist = human M1 muscarinic receptor agonists, primary screen, Fluo-8 calcium fluorescence, CHO-K1 cells, HTS | actives 0.33% (n = 360,000) | AID 588814, 2011 | Muscarinic acetylcholine receptor M1 (Homo sapiens), P11229 | CHO-K1 hM1, agonist mode; 0% DMSO, 100% acetylcholine EC100 | activation, % at 3 µM;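 active = activation above the run's mean compound activation plus 3 SD, cut at about 16% in these data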;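 note: peak over basal fluorescence ratio within a 140 s kinetic read after compound addition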
TAAR1 antag = human TAAR1 antagonists, primary screen, Fluo-8 calcium fluorescence, CHO RD-HGA16 cells. Trace amine-associated receptor 1 (Homo sapiens), Q96RJ0. antagonist. inhibition, % at 3 µM. actives 1.5% (n = 360,000). AID 624466, 2012;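 active = inhibition above a per-plate cutoff, the mean inhibition of test compounds on that plate plus 3 SD, cut at about 49% in these data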;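 note: 0% = DMSO plus EC80 beta-PEA response and 100% = DMSO alone without agonist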
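Assay system: CHO-derived RD-HGA16 cells stably expressing human TAAR1 plus Gα16. Timing: 140 s kinetic read after compound, 140 s after agonist. Technique: kinetic Fluo-8 calcium fluorescence measurement. Measure: % inhibition of agonist calcium response.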
TAAR1 ag = human TAAR1 agonists, primary screen, Fluo-8 calcium fluorescence, CHO RD-HGA16 cells | vehicle wells 0%, saturating PEA agonist 100% | activation, % at 3 µM | actives 0.99% (n = 360,000);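 active = activation above the mean activation of all test compounds in the run plus 3 SD, cut at about 38% in these data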
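Test system: RD-HGA16 (CHO) cells co-expressing Gα16 and hTAAR1 | Doses: Single dose, 3 µM | Schedule: 17-24 h seeding, 75 min 37 °C dye, 30 min RT | Evaluation: % activation from peak over basal fluorescence ratio, DMSO-to-PEA scaled | Technique: Kinetic Fluo-8 calcium fluorescence | Benchmarks: Low control DMSO, high control PEA (EC100)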
* marks the source's active call; other numbers are inactive results; · = not tested or not shown.

SMILES	CHO parental Ca	OXTR agonist	M1 PAM	OXTR potentiator	V1R ag counter	M1 antag	CHRM1 agonist	TAAR1 antag	TAAR1 ag
CCCCNC(=O)Nc1nc2ccccc2s1	-14	-1.2	6	2	0.9	-5	-3	-25	11
O=C(Oc1ccc2cccc(OC(=O)N3CCOCC3)c2c1)N1CCOCC1	-14	-1.0	-11	-3	-0.1	11	-2	-3	3
COc1ccc2[nH]cc(C(=O)NCCc3ccccc3)c(=O)c2c1	-14	-1.1	4	-9	0.4	-4	-2	16	15
CCn1c(SCC(=O)Nc2cc(C)on2)nnc1-c1ccc(C)cc1	-14	0.3	-5	-6	3.0	9	-3	-8	1
CN(C)c1cccc(C(=O)OCC(=O)NC2CCCC2)c1	2	-0.5	3	-8	1.0	-13	-6	-3	6
COc1ccc2sc(-c3ccccc3OC)c(-c3ccc(OC)nc3)c2c1	-45	-0.1	5	-2	-0.8	-8	-5	12	0
N#CC1=C(N)Oc2n[nH]c(-c3ccccc3)c2C12C(=O)Nc1ccccc12 (stereo not drawn)	-6	23*	4	-20	0.7	-8	-3	-1	3
CCC(C)n1nccc1NC(=O)C(C)Cl (stereo not drawn)	5	2.2	9	-3	0.0	-8	-4	3	7
CC12CCC(=O)N1C(C(=O)NCc1ccc(Cl)cc1Cl)CS2 (stereo not drawn)	-15	-0.7	9	-4	-0.1	-15	-4	1	0
CCSc1nnc(N2C(=O)c3ccc(C(=O)c4ccc(C(=O)O)cc4)cc3C2=O)s1	-12	1.3	16	6	0.8	-18	0	-3	-1
CCCc1nnc(NC(=O)CCC(=O)Nc2ccc(F)cc2)s1	-12	0.3	2	1	0.2	-3	-2	-19	7
CC(CCc1ccccc1)NC(=O)CSc1nccc(=O)[nH]1 (stereo not drawn)	-4	-0.2	3	-8	-0.1	2	0	11	6
O=C(COc1ccc(S(=O)(=O)NC2CCCCC2)cc1)N1CCN(c2ccc(F)cc2)CC1	-12	2.1	2	-6	2.6	-5	-2	16	5
O=C(CNC(=O)c1ccc2c(c1)OCO2)Nc1ncccc1O	-7	0.2	3	-1	1.5	2	-2	-13	1
CCOc1ccccc1N1C(=O)CC(Sc2nccc(C)n2)C1=O (stereo not drawn)	·	·	7	·	·	-11	-4	-21	5
O=C(CN(C(=O)CCC(=O)Nc1nccs1)C1CCCC1)NCc1ccc2c(c1)OCO2	-6	-1.1	14	-8	0.0	-6	-13	13	6
COC(=O)c1ccc2[nH]c3c(c2c1)CC(C)CC3 (stereo not drawn)	0	-2.0	5	-14	-0.9	0	-2	-17	-1
CC1CC(NC(=O)CCn2c(=O)oc3ccccc32)CC(C)(C)C1 (stereo not drawn)	-17	-2.0	2	-2	-1.4	-1	-1	-5	-2
CN1C2C=C(N(CCc3ccccc3)C(=O)c3ccc(Cl)cc3)CC1CC2 (stereo not drawn)	-22	0.9	7	-2	-0.2	-8	-6	-16	9
COc1ccccc1CNC(=O)COC(=O)Cn1cnc2ccccc21	-10	-0.7	6	-17	-0.4	5	0	-23	3
Cc1ccc(S(=O)(=O)N2CCN(C)CC2c2ccccc2)cc1 (stereo not drawn)	-7	-1.4	4	-2	0.1	-4	-3	-12	3
Cn1c(=O)oc2cc(S(=O)(=O)NCCC(=O)NCc3ccc(F)cc3)ccc21	-8	0.4	1	-6	-0.1	5	-3	-20	0
COc1ccc(C)cc1NC(=O)C(C)N(c1ccc(C)cc1)S(C)(=O)=O (stereo not drawn)	-25	-1.6	-4	1	-1.3	1	-2	4	2
O=C(COC(=O)c1cc(-c2cccs2)nn1-c1ccccc1)Nc1cc([N+](=O)[O-])ccc1Cl	-9	-0.8	9	-11	0.9	-6	-8	12	8
COC(=O)CON1C(=O)c2ccccc2C1=O	-10	0.6	8	-6	-0.5	-5	-4	-1	5
CCCc1cc(C(=O)N/N=C/c2ccc(C)o2)c2ccccc2n1	10	-1.1	2	-3	-1.6	0	-2	-5	2
C/C(=N\NC(=O)c1ccccc1Cl)c1ccccn1	-9	-0.2	12	-13	0.3	-12	-1	2	1
COC(=O)c1cnc(Nc2nc(C(N)Cc3ccccc3)cs2)nc1C(F)(F)F (stereo not drawn)	·	·	26*	·	·	-12	15	43	63*
O=C(CN1C(=O)COc2ccccc21)c1ccc(Cl)cc1	-4	-0.2	-9	-7	-0.1	28	-3	4	8
COc1ccc(C(C)=O)cc1CC(=O)Nc1cccc(S(=O)(=O)N2CCOCC2)c1	-6	1.5	2	0	1.5	-14	-7	-14	5
CCOC(=O)c1cc(C#N)c(SCc2cccc3ccccc23)nc1C	-19	0.6	8	-14	1.7	-10	-2	4	3
O=C(OCC(=O)N1CCCC1)c1ccc(S(=O)(=O)Nc2ccccc2)cc1	-9	4.0	-4	-11	2.2	10	-8	-16	5
C[C@@H]1CC=C[C@H]2[C@H]1C(=O)N(Cc1ccccc1)[C@H]2c1ccc2ccccc2c1	-28	-0.5	4	-6	0.1	-20	-4	-7	-2
CS(=O)(=O)c1ccc(Cl)c(NC(=O)COC(=O)c2cccc(C#N)c2)c1	-9	0.7	0	-4	0.2	5	-8	11	1
N#Cc1ccc(-c2cn3c(n2)SCC3)cc1	·	·	5	·	·	-7	-4	5	0
Cc1ccc2c(C)c(C(=O)Nc3ccc(S(=O)(=O)Nc4onc(C)c4C)cc3)oc2c1	-6	-0.4	0	-3	-0.5	3	-3	-15	0
c1ccc(NCn2cncn2)nc1	-6	0.1	4	-18	0.4	-7	0	-3	1
COc1ccc(Cc2c(O)nc(SCC(C)C)[nH]c2=O)cc1	1	-0.5	5	3	1.5	-4	-6	-31	4
CC(=O)Nc1c([N+](=O)[O-])cc2c3c(cccc13)CC2	·	·	6	·	·	-4	-6	-12	1
Cc1ccc2nc(C)cc(N/N=C/c3ccc(F)cc3)c2c1	-9	-1.4	-8	-6	-1.4	12	-8	-18	4
COc1ccc(N=C2C(=O)Nc3ccccc32)cc1	2	1.6	4	-6	1.5	-1	-1	4	7
Cc1nc(C(=O)N(C)C)nn1-c1ccc(Cl)cc1Cl	-2	0.1	1	-5	0.3	12	-3	-2	14
CC1(C)C2CCC1(C)C(SC(=N)N)C2 (stereo not drawn)	·	·	6	·	·	-7	-2	0	13
CCC(CO)Nc1ncnc2c1cnn2-c1ccc(Cl)cc1 (stereo not drawn)	-3	4.1	-1	-9	5.6	4	0	44	15
Cn1c(=N)n(CC(O)c2ccccc2)c2ccccc21 (stereo not drawn)	-4	0.7	4	-4	0.7	2	-3	-26	2

3 entries out of the list, sorted by SMILES length, lowest first.
SMILES	CHO parental Ca	OXTR agonist	M1 PAM	OXTR potentiator	V1R ag counter	M1 antag	CHRM1 agonist	TAAR1 antag	TAAR1 ag
Cn1c(=N)n(CC(O)c2ccccc2)c2ccccc21 (stereo not drawn)	-4	0.7	4	-4	0.7	2	-3	-26	2
COc1ccc(Cc2c(O)nc(SCC(C)C)[nH]c2=O)cc1	1	-0.5	5	3	1.5	-4	-6	-31	4
O=C(OCC(=O)N1CCCC1)c1ccc(S(=O)(=O)Nc2ccccc2)cc1	-9	4.0	-4	-11	2.2	10	-8	-16	5

The list goes on.
SMILES	CHO parental Ca	OXTR agonist	M1 PAM	OXTR potentiator	V1R ag counter	M1 antag	CHRM1 agonist	TAAR1 antag	TAAR1 ag
O=C(Nc1nnc(-c2ccco2)o1)c1cccc(Cl)c1	-3	-0.6	6	2	1.4	-5	-4	-15	2
O=C(O)/C=C\C(=O)Nc1ccc(N2CCN(c3cccc(Cl)c3)CC2)cc1	-6	0.5	-11	-2	0.0	2	-13	22	0
O=C(O)c1cc(S(=O)(=O)N2CCOCC2)c(Sc2ccccn2)cc1Sc1ccccn1	·	·	-1	·	·	-5	-3	8	-1
Cc1ccc([C@H]2C[C@@H](n3cc(-c4ccc(F)cc4)nn3)[C@H](O)CN2C(=O)c2cccs2)cc1	·	·	-3	·	·	-1	-2	-14	-1
O=C(c1ccc(F)cc1Cl)N1CCN(CCc2ccccc2)CC1	-6	3.2	7	-4	5.0	-16	-2	-9	13
NNC(=O)c1cc2c(ccc3ccccc32)o1	-12	-0.2	8	-10	-0.2	-5	-5	14	1
O=C(Cn1nnc(-c2ccccc2NC(=O)c2ccccc2F)n1)NC1CCCC1	32*	47*	8	1	49*	-8	-6	15	-1
CN(Cc1nc(-c2ccc(Cl)cc2)no1)C(=O)c1ccco1	7	3.5	11	-14	5.4	-8	-1	-4	1
O=C(O)c1cccc(NS(=O)(=O)c2ccc(Cl)c(C(=O)Nc3cccc([N+](=O)[O-])c3)c2)c1	-24	-0.7	3	-5	-0.1	-3	-2	-46	0
O=C(N/N=C/c1ccc2c(c1)OCO2)c1ccc(COCC(F)(F)C(F)F)cc1	8	0.6	9	-8	2.1	-11	-1	·	·
C/C(CCC12CC3CC(CC(C3)C1)C2)=N\NC(N)=S	-9	1.6	8	-1	2.2	-9	-5	-3	2
COc1ccc(C(=O)C2CCCN(C(=O)CCc3ccccn3)C2)c(C)c1 (stereo not drawn)	-21	1.7	-1	-10	2.5	11	-1	18	3
Cn1nc(N)nc1N1CCN(c2ccc(F)cc2)CC1	-15	0.5	11	-1	0.6	-1	-8	0	7
CCN(CC)c1ccc(NC(=O)c2cnccn2)cc1S(=O)(=O)Nc1ccc(OC)cc1	0	-1.5	3	-6	0.2	-4	-7	-10	0
Cc1ccc(S(=O)(=O)N2[C@@H](c3ccc(F)cc3)C(C(=O)O)=CC[C@H]2c2ccc(C(C)C)cc2)cc1	7	-0.8	-1	-9	-1.1	2	-7	18	10
CC(O)CNc1nc2ccccc2n1CC(=O)NC12CC3CC(CC(C3)C1)C2 (stereo not drawn)	-9	-0.3	18	-22	-1.0	-9	-3	-14	2
CCCNC(=O)c1ccc2c(=O)n(Cc3ccco3)c(=S)[nH]c2c1	-19	0.1	-8	3	-0.3	27	-4	-6	0
O=C(Nc1ccc(Cl)cc1)c1ccc2ncsc2c1	-14	0.9	4	-20	4.9	-11	-3	2	10

Not a hit list; 3.7% or so of the library scored in one or more.
